Screens deposited in PubChem by National Center for Advancing Translational Sciences (NCATS).
Nrf2 activator: qHTS of Nrf2 Activators | 410,000 compounds, 0.31% hits | Potency, µM (doses to about 46.1 µM), inactives show at the top dose activation, usual class: activators | AREc32 ARE-luciferase reporter (MCF7-derived line), luminescence, 24 h; also: % of control where 0% means no effect; nearly all actives have a fitted effect of over 65% in size
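Nrf2 activation is followed as ARE-luciferase induction in the AREc32 line after one day of compound treatment; luminescence is read with Steady-Glo.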
HepG2 viability: qHTS for Inhibitors of TGF-b: Cytotox Counterscreen; HepG2 CAGA-GFP viability, ATP luminescence, 18 h; Potency, µM (top dose mostly 46.1 µM), for the others: top-dose activity change, negative = cytotoxicity, actives largely listed as cytotoxic; 410,000 compounds, 0.76% hits; also: some results filed as inactive show a strong effect at the top dose
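CellTiter-Glo luminescence gave cytotoxicity after 18 hours at 37 degrees C. The cells were HepG2 CAGA-GFP in 1% FBS DMEM, stimulated with 500 pg/mL TGF-beta after compound addition. %Activity was normalised to no-cell wells (complete cell-killing) and DMSO (no toxicity), and curves were fitted and classified.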
MCF10A rerep: A quantitative high throughput screen for small molecules that induce DNA re-replication in MCF 10a normal breast cells; MCF 10A DNA re-replication, Hoechst nuclear intensity, 48 h; Potency, µM (highest dose often 46.1 µM), inactives show top-dose activity, positive = re-replication, usual class: activators; 350,000 compounds, 2.9% hits; AID 624296, 2012; also: % of control where 0% means no effect; nearly all actives have a fitted effect of over 50% in size
S2 tox: Viability Counterscreen for Primary qHTS for Inhibitors of ATXN expression. S2 cells (HEK-293 line with an ATXN2-luciferase reporter) viability, CellTiter-Fluor protease fluorescence, 24 h. Potency, µM (doses to about 56.7 µM), most hits filed as cytotoxic. 400,000 compounds, 0.49% hits; also: nearly all actives have a fitted effect of over 40% in size
ATXN2 expr inh: Primary qHTS for Inhibitors of ATXN expression; AID 1745845, 2022; Potency, µM (titrated, usually from 57 µM), inactives show at the highest dose activity change, negative = inhibition, actives largely listed as inhibitors; HEK-293 ATXN2-luciferase reporter, luminescence, 24 h; 360,000 compounds, 0.72% hits; also: % is scaled to controls: 0 for no effect and ±100 for the full control effect; nearly all actives have a fitted effect of over 55% in size
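qHTS (up to 57 uM final) was run with 24 h compound exposure of reporter cells at 37 °C. Each well was multiplexed: SteadyGlo luminescence measured ATXN2-luciferase expression after a fluorogenic Gly-Phe-AFC viability readout (25 uM final).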
TGFb inhibitor: qHTS for Inhibitors of TGF-b. HepG2 CAGA-GFP TGF-b/SMAD3 reporter, GFP fluorescence, 18 h; TGF-beta stimulated, 500 pg/mL final. Potency, µM (top dose mostly 46.1 µM), for inactives: at the top dose activity, negative = inhibition, usual class: inhibitors. AID 588855, 2011. 410,000 compounds, 1.2% hits; also: % is scaled to controls: 0 for no effect and ±100 for the full control effect; nearly all actives have a fitted effect of over 65% in size
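Smad-responsive CAGA-GFP expression was quantified in HEPG2 cells exposed to compounds and 500 pg/mL final TGF-beta for 18 h at 37 degrees C; unstimulated wells defined full inhibition.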
Nrf2 block: Nrf2 qHTS screen for inhibitors | A549 ARE-Fluc reporter, luciferase luminescence, 18-24 h | Potency, µM (series often up to 46 µM), for the others: top-dose activity change, negative = inhibition, most hits filed as inhibitors | 360,000 compounds, 2.1% hits | AID 504444, 2011; also: % is scaled to controls: 0 for no effect and ±100 for the full control effect; nearly all actives have a fitted effect of over 60% in size
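Reporter: ARE-Fluc in A549. Exposure: 18-24 h, 37 °C, 5% CO2, 5% FBS OPTI-MEM. Readouts: fluorescent cytotoxicity (CellTiter-Fluor), then luminescent Nrf2 signal after BugLite.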
EPAC2 antagonist: qHTS for Antagonist of cAMP-regulated guanine nucleotide exchange factor 2 (EPAC2): primary screen; Rap guanine nucleotide exchange factor 4 (Homo sapiens), Q8WZA2; EPAC2 GEF exchange of Rap1B-BODIPY-GDP, fluorescence; Potency, µM (series often up to 114 µM), inactives show at the highest dose activity, negative = inhibition, hits mostly inhibitors; 360,000 compounds, 0.18% hits; AID 720708, 2013; also: % is scaled to controls: 0 for no effect and ±100 for the full control effect; nearly all actives have a fitted effect of over 45% in size; many of its hits are not listed in these tables
Target sequence (Q8WZA2 whole entry, looked up): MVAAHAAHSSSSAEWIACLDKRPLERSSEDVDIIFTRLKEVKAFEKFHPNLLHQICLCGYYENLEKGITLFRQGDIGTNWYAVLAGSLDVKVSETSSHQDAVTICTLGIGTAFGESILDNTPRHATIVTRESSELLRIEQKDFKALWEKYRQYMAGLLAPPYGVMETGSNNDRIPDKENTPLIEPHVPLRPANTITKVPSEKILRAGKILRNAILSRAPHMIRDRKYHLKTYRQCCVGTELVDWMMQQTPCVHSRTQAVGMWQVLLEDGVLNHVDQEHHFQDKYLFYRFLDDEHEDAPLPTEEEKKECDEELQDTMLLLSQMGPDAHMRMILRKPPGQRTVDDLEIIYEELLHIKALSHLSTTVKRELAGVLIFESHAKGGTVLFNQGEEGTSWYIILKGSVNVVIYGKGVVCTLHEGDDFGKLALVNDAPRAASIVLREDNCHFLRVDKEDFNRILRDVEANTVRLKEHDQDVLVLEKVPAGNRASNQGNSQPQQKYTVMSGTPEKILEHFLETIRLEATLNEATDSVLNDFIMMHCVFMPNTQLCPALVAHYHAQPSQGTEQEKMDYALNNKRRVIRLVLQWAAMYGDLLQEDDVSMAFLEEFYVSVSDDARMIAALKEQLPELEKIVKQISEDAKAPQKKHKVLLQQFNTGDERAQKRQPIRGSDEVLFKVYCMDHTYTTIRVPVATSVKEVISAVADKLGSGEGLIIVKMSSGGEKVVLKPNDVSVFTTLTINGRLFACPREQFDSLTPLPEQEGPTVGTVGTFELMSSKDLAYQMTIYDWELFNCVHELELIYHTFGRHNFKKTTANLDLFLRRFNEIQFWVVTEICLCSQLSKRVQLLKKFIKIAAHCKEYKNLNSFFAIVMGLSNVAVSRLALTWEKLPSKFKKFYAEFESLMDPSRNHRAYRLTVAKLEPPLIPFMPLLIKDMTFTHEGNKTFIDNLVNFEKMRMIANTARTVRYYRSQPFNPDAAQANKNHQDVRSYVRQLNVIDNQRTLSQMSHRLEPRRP
A549 tox: Nrf2 qHTS screen for inhibitors: counterscreen for cytotoxicity. A549 ARE-Fluc cells, CellTiter-Fluor viability, 18-24 h. Potency, µM (series often up to 46 µM), without a hit: at the highest dose activity change, negative = cytotoxicity, actives largely listed as inhibitors. 390,000 compounds, 0.16% hits. AID 504648, 2011; also: % is scaled to controls: 0 for no effect and ±100 for the full control effect
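Cytotoxicity counterscreen: CellTiter-Fluor fluorescence was measured in A549 ARE_Fluc cells after 18-24 h of compound exposure in a concentration series. The subsequent BugLite luminescent read reports ARE-luciferase activity.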
Active calls of the source: *; i = inactive; ? = inconclusive; . = no result given; [ ] = dose if it differs, or a comment. Calls follow the shape of the dose curve; as a rule, active = well fitted curve in the direction sought with a large enough effect; inconclusive = small, poorly fitted or top-dose-only effect, or another doubt; inactive = no such curve, though single readings can be large; an effect the other way counts as inactive or inconclusive. Potency is read from the fitted curve at half-maximal effect. Only part of the results is shown. The share of hits here may be higher or lower than overall.

Every second line gives: Nrf2 activator	HepG2 viability	MCF10A rerep	S2 tox	ATXN2 expr inh	TGFb inhibitor	Nrf2 block	EPAC2 antagonist	A549 tox
1: c1ccc2c3c([nH]c2c1)C(C1CCCCC1)N(Cc1ncc[nH]1)CC3 (configuration not stated)
  3.6%	-29%	0%	i	-33%	?	-6%	-2%	-4%
2: COCCn1c(N)c(Sc2ccccc2[N+](=O)[O-])c(=O)[nH]c1=O
  -0.6%	5%	-4%	i	-9%	10%	18%	1%	2%
3: COc1ccc(NS(=O)(=O)c2ccc(C)c(C(=O)O)c2)cc1
  -0.6%	-13%	-6%	i	-8%	-3%	3%	-6%	0%
4: C=Cc1ccc(CSc2nc(-c3ccc(OC)cc3)nc3c2Cc2c(CO)cnc(C)c2O3)cc1
  0.2%	4%	.	i	13%	-6%	26%	.	3%
5: Cc1c(NC(=S)NC(=O)C(C)(C)C)c(=O)n(-c2ccccc2)n1C
  0.0%	-4%	?	i	-2%	-7%	10%	-15%	0%
6: CCS(=O)(=O)Nc1ccc(-c2nnc(SCC(=O)c3cccc(OC)c3)o2)cc1
  0.7%	-9%	17%	i	-4%	-14%	.	7%	-2%
7: CCOc1ccc(C2NC(=O)c3n[nH]c(C)c32)cc1 (configuration not stated)
  -0.7%	-1%	15%	i	0%	1%	-2%	1%	-6%
8: O=C(Cn1nc(-c2ccccc2Cl)ccc1=O)Nc1ccc(Br)cc1
  -0.5%	12%	11%	i	-5%	-12%	2%	17%	1%
9: COCCN(Cc1ccc(OC)cc1)c1c(C)nc2ccc(C(=O)Nc3ccc(NC(C)=O)cc3)cn12
  -0.1%	-17%	.	?	8%	-4%	.	-11%	.
10: COc1ccc(NC(=O)CCc2c(C)nc3nc(CNC(=O)OC(C)(C)C)nn3c2C)cc1OC
  0.9%	-61%	.	i	8%	14%	-6%	.	-4%
11: COc1ccc(NC(=S)N2CCC(N(C)CC3CCCO3)CC2)cc1Cl (configuration not stated)
  -0.3%[9.22 µM]	-25%	5%	i	-1%	-25%	5%	1%	11%
12: CCC(=O)C1=C(c2cccc([N+](=O)[O-])c2)N(C(=O)CC)n2c(nnc2-c2ccccc2)S1
  2.7%	-5%	.	.	.	-5%	.	.	6%
13: CC(=O)Nc1ccc(NC(=S)Nc2ccc(Br)cc2)cc1
  0.4%	-10%	-1%	i	-1%	-25%	-11%	3%	0%
14: Cc1ccccc1-c1csc(C(O)c2ccc(F)c(F)c2)n1 (configuration not stated)
  2.8%	-28%	.	i	10%	-2%	.	7%	.
15: O=C(COC(=O)c1cc2c(s1)CCC2)Nc1ccc(F)cc1
  2.4%	3%	?	i	13%	-1%	0%	6%	0%
16: COC(=O)c1[nH]c2cccc(OC)c2c1NC(=O)CCN1CCN(c2ccccc2OC)CC1
  0.0%	-18%	-3%	i	-9%	2%	.	2%	0%
17: Cc1ccc(NC(=O)COC(=O)c2ccc([N+](=O)[O-])o2)cc1S(=O)(=O)N1CCCCCC1
  -0.1%	9%	-6%	i	5%	3%	6%	0%	-2%
18: Cc1ccn2cc(CCNC(=O)CC3CCCCC3)nc2c1
  -0.2%	1%	4%	i	-37%	-4%	-5%	7%	-3%
19: CCOc1ccc(NC(=O)CN(C)C(=O)Cn2cnc3c2c(=O)n(C)c(=O)n3C)cc1OCC
  -0.2%	-23%	1%	i	-2%	-7%	0%	5%	-3%
20: S=C(N/N=C/c1ccc(Cl)c(Cl)c1)Nc1ccccc1Cl
  2.9%	-52%	12%	?	-31%	-1%	?	-2%	?
21: CCOC(=O)COc1nc(-c2ccc(Cl)cc2)cc(-c2ccco2)c1C#N
  24%	-20%	-16%	i	-14%	-11%	-3%	-10%	-9%
22: CC1=C(C(=O)Nc2ccccc2)C(c2cccn2C)n2ncnc2N1 (configuration not stated)
  0.6%	0%	.	i	9%	-8%	.	.	7%
23: O=C(C1CCCCC1)N1C[C@@H](O)[C@H](n2cc(C3CC3)nn2)C[C@@H]1c1ccc(Cl)cc1
  0.3%	-48%	.	i	-6%	-22%	.	-7%	.
24: O=C(CSc1nnc(-c2cccs2)n1C1CC1)NCC1CCCO1 (configuration not stated)
  -1.7%	-1%	-2%	i	8%	0%	8%	-5%	9%
25: CCc1noc(C)c1C(=O)Nc1ccc(Cl)c(S(=O)(=O)N2CCCCC2)c1
  0.4%	0%	16%	?	2%	-17%	?	-5%	2%
26: COc1ccc(CCN2C(=O)c3ccccc3C2(O)c2ncc[nH]2)cc1OC (configuration not stated)
  0.3%	0%	?	i	-17%	0%	5%	18%	-19%
27: Cc1ccc(N=C2C(=O)Nc3ccccc32)c(C)c1
  6.5%	-8%	6%	i	4%	13%	7%	-4%	8%
28: Cc1ccc(NC(=O)CN(C)S(=O)(=O)c2ccc3c(c2)n(C)c(=O)c(=O)n3C)cc1
  -1.2%	6%	?	i	-7%	4%	-10%	35%[activator]	4%
29: CSc1ncccc1C(=O)NC(C)C1CC2CCC1C2 (configuration not stated)
  -0.1%	18%	-13%	i	-8%[11.3 µM]	-20%	-10%	6%	-1%
30: C=CCSc1nc(C)cc(/C=C\c2ccccc2)c1C#N
  -0.4%	-27%	1%	i	-11%	-1%	-12%	9%	1%
31: Cn1c(SCC(=O)NN2C(=O)NC(C)(c3ccccc3)C2=O)nnc1-c1ccncc1 (configuration not stated)
  -0.2%	0%	2%	i	3%	2%	1%	3%	7%
32: Cc1ccc(C2=NN(CC(=O)O)C(=O)CC2)cc1
  -0.6%	-10%	0%	i	-11%	0%	-3%	24%	-5%
33: CC(C)N(C(=O)COC(=O)c1cc(Cl)cc(Cl)c1N)C(C)C
  0.1%	-3%	9%	i	-2%	0%	-40%	-20%	-9%
34: O=C(NCc1nnnn1-c1ccc(Cl)cc1)c1ccc(Br)o1
  -0.9%	2%	-1%	i	-16%	17%	11%	7%	-2%
35: CCn1nnnc1SCC(=O)NCc1ccc2c(c1)OCO2
  0.2%	-11%	-5%	i	7%	6%	8%	-3%	-9%
36: CC(=O)n1cc([C@@H]2C=C(C(=O)Nc3ccccc3)O[C@H](OCCCCO)C2)c2ccccc21
  9.8%	-6%	?	?	0%	-6%	-28%	-11%	-13%
37: CC1=C(c2ccc(C)c(C)c2)S(=O)(=O)N=C1N1CCC(C(=O)N2CCC(C(N)=O)CC2)CC1
  -0.9%	-2%	.	i	1%	4%	?	.	0%
38: O=C(Nc1cccs1)Nc1c(F)c(F)c(F)c(F)c1F
  3.2%	-23%	-1%	i	-7%	-19%	?	-1%	-6%
39: CC(C)CCNC(=O)CN1C(=O)CSc2ccc(S(=O)(=O)N3CCC(C)CC3)cc21
  0.2%	-15%	.	.	.	0%	.	.	-2%
40: COc1ccc2nc(SCC(=O)NCc3ccc(OC)c(OC)c3)[nH]c2c1
  0.1%	-30%	-1%	i	-3%	-12%	7%	3%	-2%
41: Cc1cc(C)nc(Nc2ccccc2Br)n1
  0.1%	-10%	-3%	i	5%	-6%	-8%	-4%	3%
42: COc1ccc(CNC(=O)COC(=O)c2ccccc2C(=O)c2ccccc2)cc1
  22%	-14%	-1%	i	.	-11%	1%	?	7%
43: COc1ccccc1CNC(=O)COC(=O)[C@H](Cc1c[nH]c2ccccc12)NC(=O)c1cccs1
  -0.6%	-25%	?	i	0%	?	?	-18%	0%
44: COC(=O)c1ccc(NC(=O)COc2cccc(-n3cnnn3)c2)cc1
  -0.4%	0%	0%	i	12%	1%	6%	-5%	-2%
45: Cc1cccc(-c2nc(CS(=O)CC(=O)NCc3ccco3)c(C)o2)c1 (configuration not stated)
  5.3%	-1%	1%	i	16%	-14%	14%	-2%	3%
46: CC(C)c1nnc(NC(=O)CSc2nnc(NC(=O)c3c(F)cccc3F)s2)s1
  0.6%	2%	?	?	.	-4%	?	2%	-3%
47: COC(=O)Cn1ccc(N(C)C)c(C#N)c1=O
  0.3%	-11%	9.2µM*	i	1%	-7%	7%	5%	4%

Reformatted: results already given.
46) CC(C)c1nnc(NC(=O)CSc2nnc(NC(=O)c3c(F)cccc3F)s2)s1
  Nrf2 activator: 0.6%
  HepG2 viability: 2%
  MCF10A rerep: ?
  S2 tox: ?
  ATXN2 expr inh: .
  TGFb inhibitor: -4%
  Nrf2 block: ?
  EPAC2 antagonist: 2%
  A549 tox: -3%

32) Cc1ccc(C2=NN(CC(=O)O)C(=O)CC2)cc1
  Nrf2 activator: -0.6%
  HepG2 viability: -10%
  MCF10A rerep: 0%
  S2 tox: i
  ATXN2 expr inh: -11%
  TGFb inhibitor: 0%
  Nrf2 block: -3%
  EPAC2 antagonist: 24%
  A549 tox: -5%

38) O=C(Nc1cccs1)Nc1c(F)c(F)c(F)c(F)c1F
  Nrf2 activator: 3.2%
  HepG2 viability: -23%
  MCF10A rerep: -1%
  S2 tox: i
  ATXN2 expr inh: -7%
  TGFb inhibitor: -19%
  Nrf2 block: ?
  EPAC2 antagonist: -1%
  A549 tox: -6%

47) COC(=O)Cn1ccc(N(C)C)c(C#N)c1=O
  Nrf2 activator: 0.3%
  HepG2 viability: -11%
  MCF10A rerep: 9.2µM*
  S2 tox: i
  ATXN2 expr inh: 1%
  TGFb inhibitor: -7%
  Nrf2 block: 7%
  EPAC2 antagonist: 5%
  A549 tox: 4%
